From PubChem BioAssay
V1aR counter = counter-screen for oxytocin receptor agonists: human V1a receptor agonists; P37288; CHO-V1R cells, Fluo-8 calcium fluorescence, agonist mode; 0% DMSO, 100% 3 nM vasopressin; activation, % at 3 µM; 320,000 tested, 0.25% active;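 active = activation above the mean activation of all tested compounds plus 3 SD, per screening run, cut at about 20% in these data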;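 also: signal is peak over basal fluorescence ratio across a 100 second FLIPR read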
GPR7 antag = human neuropeptides B/W receptor 1 antagonism; P48145; GPR7-expressing cells, fluorescence antagonist assay; inhibition, % at 4.4 µM; 290,000 tested, 1.1% active; in the data active = inhibition above about 16%, passing the limit was not always enough;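 also: cells stimulated with the agonist NPW; 0% = agonist with vehicle and 100% = vehicle without agonist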
PHOSPHO1 inh = PHOSPHO1 (human) inhibition. recombinant PHOSPHO1, absorbance phosphatase assay. inhibition, % at 13.3 µM. 290,000 tested, 1.1% active. AID 1565; in the data active = inhibition above about 60%
Target sequence (Q8TCT1 whole entry, looked up): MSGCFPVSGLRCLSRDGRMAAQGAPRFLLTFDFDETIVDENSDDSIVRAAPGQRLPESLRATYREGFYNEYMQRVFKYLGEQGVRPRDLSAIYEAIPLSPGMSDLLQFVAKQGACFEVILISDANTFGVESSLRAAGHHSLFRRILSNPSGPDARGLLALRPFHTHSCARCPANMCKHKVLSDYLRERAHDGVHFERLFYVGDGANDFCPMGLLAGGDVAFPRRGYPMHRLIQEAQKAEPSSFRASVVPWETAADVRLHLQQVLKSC
GalR3 antagonist = blocks the human galanin receptor 3; inhibition, % at 3 µM; AID 651719; 360,000 tested, 0.44% active; HEK293 GalR3-CNG cAMP membrane potential fluorescence; galR3 body fused to GalR1 C-terminus;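 active = inhibition above the screen-wide average plus 3 SD, cut at about 13% in these data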;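 also: forskolin and galanin both at EC90 stimulate the cells; cAMP rise reported by CNG channel membrane potential dye signal; 0% = forskolin plus galanin with DMSO and 100% = forskolin alone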
MEKK3 PB1 HTS = modulators (inhibitors or enhancers) of MEK5 binding to human MEKK3 PB1 domain; bead-based flow cytometry, Alexa488-MEK5 binding to MEKK3; actives lie on both sides; 0 = blocked by unlabeled MEK5, 100 = vehicle; binding response (% of control), % at 10 µM; 290,000 tested, 1.4% active;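 active = binding response more than 3 SD above or below the average of its plate-row segment, actives on both sides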;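 also: Alexa488 bead fluorescence after subtracting the streptavidin-only scavenger bead signal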
Target sequence (Q99759 whole entry, looked up, the tested form may be a part): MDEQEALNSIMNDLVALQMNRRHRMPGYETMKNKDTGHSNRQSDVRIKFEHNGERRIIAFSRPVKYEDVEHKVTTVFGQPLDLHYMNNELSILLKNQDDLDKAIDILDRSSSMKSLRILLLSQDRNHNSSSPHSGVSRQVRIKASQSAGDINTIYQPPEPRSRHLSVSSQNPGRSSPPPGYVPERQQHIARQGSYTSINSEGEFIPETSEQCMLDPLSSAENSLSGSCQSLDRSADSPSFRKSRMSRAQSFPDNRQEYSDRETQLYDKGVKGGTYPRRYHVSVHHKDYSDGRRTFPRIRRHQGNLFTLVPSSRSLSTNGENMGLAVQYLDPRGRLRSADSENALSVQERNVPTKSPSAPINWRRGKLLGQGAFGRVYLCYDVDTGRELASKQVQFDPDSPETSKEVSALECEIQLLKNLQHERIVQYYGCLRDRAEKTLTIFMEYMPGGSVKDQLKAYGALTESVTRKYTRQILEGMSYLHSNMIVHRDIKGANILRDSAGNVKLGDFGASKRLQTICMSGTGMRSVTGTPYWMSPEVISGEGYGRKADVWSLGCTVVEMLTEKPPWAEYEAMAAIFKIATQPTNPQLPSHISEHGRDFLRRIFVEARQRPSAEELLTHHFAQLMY
MEKK2wt PB1 HTS = raises or lowers MEK5 binding to wildtype human MEKK2 PB1 domain; bead flow cytometry, Alexa488-MEK5 binding to MEKK2 WT; actives lie on both sides; binding response (% of control), % at 10 µM; 290,000 tested, 1.1% active; in the data active = binding response below about 67% or above about 130%
NALP1 inh = inhibitors of NALP1 inflammasome in yeast; AID 2071; inhibition, % at 10 µM; S. cerevisiae NALP1/ASC/caspase-1 growth, X-gal OD620, 72 h; 280,000 tested, 0.61% active; in the data active = inhibition mostly above about 24%, no sharp cut-off; inactive = mostly below about 32%; also: some compounds called inactive have numbers as strong as hits
MEKK2 mut-MEK5 = signal of MEK5 binding to mutant human MEKK2 PB1 domain | bead flow cytometry, Alexa488-MEK5 binding to MEKK2 mutant | percent response, % at 10 µM | 290,000 tested, 0.35% active; in the data active = percent response above about 24%, passing the limit was not always enough; also: inactives centre near 1; some results filed as inactive read as strong as hits; reference of the scale not given here
OXTR agonist = agonists of human oxytocin receptor | P30559 | CHO-OTR cells, Fluo-8 calcium fluorescence; normalized: DMSO 0%, oxytocin 100% | activation, % at 3 µM | 320,000 tested, 0.32% active | AID 2435;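 active = activation above the mean of all tested compounds plus 3 SD, cutoff set per screening run, cut at about 20% in these data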;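 also: peak over basal fluorescence ratio from a 100 s FLIPR kinetic read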
Numbers without * were called inactive; · = not tested or not shown.

Under each structure – NALP1 inh	MEKK3 PB1 HTS	MEKK2 mut-MEK5	V1aR counter	OXTR agonist	PHOSPHO1 inh	GalR3 antagonist	GPR7 antag	MEKK2wt PB1 HTS
> Cc1c(NC(=O)CCCCCN2C(=O)c3ccccc3C2=O)c(=O)n(-c2ccccc2)n1C
  15	102	-1	-0.9	-1.8	-11	9	-10	103
> O=S(=O)(NCC1CCCO1)c1ccc(S(=O)(=O)N(Cc2ccc(F)cc2)Cc2ccco2)cc1 (configuration not stated)
  4	108	3	3.2	-0.8	-17	4	-9	98
> COc1ccccc1N(CC(=O)NCC1CCCO1)C(=O)CNS(=O)(=O)c1ccc(Cl)cc1 (configuration not stated)
  ·	128*	28	0.7	0.5	38	9	-12	122
> O=Cc1c(Sc2ccccn2)nc2ccccn2c1=O
  4	97	3	1.4	0.0	-12	-1	-11	95
> CCn1c(SCC(=O)N=Nc2c(O)[nH]c3ccccc23)nc2ccccc21
  30	145*	1	0.1	-2.0	7	-2	6	101
> COc1ccc(Cn2c(=O)[nH]c3cc(C(=O)NCc4ccc5c(c4)OCO5)ccc3c2=O)cc1
  ·	·	·	0.6	0.8	·	-1	-4	·
> COc1ccc(NC(=O)CSc2ccc3nnc(-c4cccnc4)n3n2)c(OC)c1
  10	103	6	0.7	0.0	26	-4	-21	102
> CCCSc1cc(=O)n(-c2ccccc2)nc1C(=O)OCC
  15	101	4	-1.1	-1.7	21	-7	-3	96
> O=C(NC1CCCC1)C(c1cccs1)N(C(=O)c1ccco1)c1ccc2c(c1)OCCO2 (configuration not stated)
  -5	99	-5	1.9	-1.1	11	-2	0	94
> Cc1ccc(S(=O)(=O)c2nnn3c2nc(N2CCC(C(N)=O)CC2)c2ccccc23)cc1
  23	98	-1	0.3	0.1	-5	2	-4	95
> Cc1cccc(N2CCN(C(=O)CCc3nc4ccccc4[nH]3)CC2C)c1 (configuration not stated)
  6	101	5	4.2	2.2	-17	·	-2	104
> N#CCCN(C(=O)COC(=O)c1ccc(S(=O)(=O)Nc2ccccc2)cc1)c1ccccc1
  20	104	1	12	7.3	0	2	10	100
> Cc1ccc(-c2nc(N)n(C(=O)c3ccco3)n2)cc1
  6	99	-9	-0.7	-0.9	9	4	-3	83
> CC(C)N1CCN(Cc2nc3ccccc3s2)CC1CCO (configuration not stated)
  5	99	-10	0.1	0.7	12	8	-15	94
> Cc1cc(N/N=C/c2ccccc2)nc(NCc2ccccc2)n1
  56	107	32	-0.8	-2.8	1	-8	5	175*
> Cc1ccc(S(=O)(=O)CC(=O)NC2CC2)cc1
  3	99	9	0.8	-0.6	1	-3	3	99
> Cc1cc2c(s1)c1cnn(Cc3ccccc3F)c(=O)c1n2C
  16	106	2	7.5	0.0	-36	-6	-2	101
> COc1cc(N2C(=O)C=CC2=O)c(OC)cc1Cl
  -1	101	7	0.5	1.2	39	1	-5	104
> COc1cccc(CN(C(=O)c2cccc(OC)c2)C2CCS(=O)(=O)C2)c1 (configuration not stated)
  17	104	4	-0.4	0.3	29	1	-1	104
> COc1ccc(C)cc1NC(=O)C1CCC(CNc2c(N3CCOCC3)c(=O)c2=O)CC1 (configuration not stated)
  -10	102	11	0.4	-0.8	-7	4	-13	106
> Nc1n[nH]c(C2CC2)c1N=Nc1ccc(Cl)c(Cl)c1
  ·	80	-31	0.8	0.8	17	3	-6	89
> COCCCNC(=O)c1cc(S(=O)(=O)N2CCOCC2)ccc1SCc1cccc(OC)c1OC
  18	106	8	-1.2	0.6	-28	-9	-19	102
> CCN1CCN(C(=S)c2ccc(-c3ccccc3)cc2)CC1
  10	116	-3	1.0	-0.3	29	-6	8	113
> CN1CCN(NC(=O)Nc2ccc(F)cc2)CC1
  6	104	3	·	·	-34	-5	-11	105
> CN1C(=O)C(CC(=O)NCCc2ccccc2)N(NC(=O)c2cccc(F)c2)C1=S (configuration not stated)
  -3	99	0	0.7	0.8	32	-8	-11	94
> Cc1ccc(C(=O)COC(=O)CNC(=O)COc2ccccc2C)cc1C
  -10	102	-2	1.1	0.8	-17	-4	-18	101
> N#Cc1cnc(SCC(=O)c2ccccc2)nc1N
  17	101	-1	0.5	0.8	21	-2	-11	101
> Cc1cc(C)cc(NC(=O)c2ccc(NC3=NC4CS(=O)(=O)CC4S3)cc2)c1 (configuration not stated)
  6	101	-5	3.1	0.0	39	·	-2	99
> Cc1ccc(C(=O)NCCN2CCN(C(=O)c3ccc(C)c(C)c3)CC2)cc1C
  24	101	-1	·	·	·	1	-10	102
> COCC(=O)NNS(=O)(=O)c1ccccc1[N+](=O)[O-]
  -38	97	-2	0.3	0.3	-9	-2	-5	97
> N#CCSc1nnc(COc2ccc3ccccc3c2)o1
  19	103	3	7.4	7.3	27	-7	12	108
> CC1(C)OC(c2ccccc2)=C/C(=C/C=Nc2ccccc2)O1
  6	111	-3	-0.7	-2.4	-23	-5	-18	109
> COc1ccc(-c2cn[nH]c2N)c(OC)c1
  10	91	-6	-0.7	-0.8	11	-5	1	92
> COc1cccc2sc(Nc3nc4ccc(NC(C)=O)cc4s3)nc12
  -10	92	-4	0.9	-1.1	6	-3	-6	84
> COC(=O)C1=C(C)N(c2ccc(Br)cc2)C(=O)/C1=C\c1ccco1
  21	103	0	1.4	-0.9	9	-2	-14	105
> CN1/C(=C/C(=S)NC(=O)C2CCC2)C(C)(C)c2ccccc21
  -3	101	-6	0.2	-0.9	-98	3	-4	90
> CC(=O)c1nn(-c2ccccc2)cc1C(=O)c1ccc(Br)cc1
  21	110	3	-1.1	-2.0	1	-4	-14	112
> COc1cccc(-c2nc(-c3ccccc3)[nH]c(=O)c2C#N)c1
  -7	·	·	0.8	0.2	16	-3	9	·
> O=C(COc1ccc(S(=O)(=O)N2CCOCC2)cc1)NCc1ccccn1
  10	104	7	3.7	2.5	14	0	-5	108
> CC1CN(C(=O)c2cccc(S(=O)(=O)Nc3ccccc3Cl)c2)CC(C)O1 (configuration not stated)
  1	102	9	0.8	-0.4	48	-3	-20	107
> CN(C(=O)c1ccncc1)c1nnc(-c2ccccn2)s1
  12	104	4	1.6	1.5	15	1	2	103
> CC1=C(C(N)=O)C(c2cccs2)n2nc(-c3cccc(Cl)c3)nc2N1 (configuration not stated)
  3	97	0	2.0	1.4	-3	·	-8	98
> CCOc1ccc(NC(=S)Nc2cc(C)[nH]n2)cc1
  -1	106	3	1.6	1.3	-10	-2	-11	108
> CCN(C(=O)c1cc([N+](=O)[O-])ccc1NCc1cccnc1)c1ccccc1
  2	100	4	-1.9	-0.1	30	-4	-1	101
> COc1cc(/C=C2\SC(=S)N(NS(=O)(=O)c3ccc(C)cc3)C2=O)ccc1O
  -15	99	1	39*	24*	17	-2	-19	100

3 entries from above, sorted by SMILES length, low to high.
Under each structure – NALP1 inh	MEKK3 PB1 HTS	MEKK2 mut-MEK5	V1aR counter	OXTR agonist	PHOSPHO1 inh	GalR3 antagonist	GPR7 antag	MEKK2wt PB1 HTS
> COc1cccc(CN(C(=O)c2cccc(OC)c2)C2CCS(=O)(=O)C2)c1 (configuration not stated)
  17	104	4	-0.4	0.3	29	1	-1	104
> Cc1cc(C)cc(NC(=O)c2ccc(NC3=NC4CS(=O)(=O)CC4S3)cc2)c1 (configuration not stated)
  6	101	-5	3.1	0.0	39	·	-2	99
> COc1ccccc1N(CC(=O)NCC1CCCO1)C(=O)CNS(=O)(=O)c1ccc(Cl)cc1 (configuration not stated)
  ·	128*	28	0.7	0.5	38	9	-12	122

(next part)
Under each structure – NALP1 inh	MEKK3 PB1 HTS	MEKK2 mut-MEK5	V1aR counter	OXTR agonist	PHOSPHO1 inh	GalR3 antagonist	GPR7 antag	MEKK2wt PB1 HTS
> COC(=O)CNC(=O)COC(=O)C(Cc1ccccc1)NC(=O)c1ccco1 (configuration not stated)
  12	95	3	1.2	1.0	-18	0	12	102
> Cn1c(=O)[nH]c(=O)c2c1nc(NCc1ccccc1)n2CC(O)c1ccccc1 (configuration not stated)
  12	106	10	0.0	-1.5	31	-5	-2	107
> O=C(CNC(=O)c1ccccc1)NCCO
  14	122	0	1.4	1.0	33	0	-2	115
> Cc1cc(C)cc(NC(=O)CSc2nc3ccccc3nc2N2CCCCC2)c1
  6	98	-9	0.7	-0.2	20	·	3	89
> Cc1cnc(C(=O)OCC(=O)NCCc2ccccc2)cn1
  17	99	0	-0.7	-1.6	0	-1	0	93
> CCN(C(=O)c1sc(N)c(C#N)c1C)C1CCCCC1
  -4	102	6	-0.5	-2.9	-8	-3	-3	105
> COc1cccc(CC(NC(C)=O)C(=O)NC2CCN(S(=O)(=O)c3cccc4ccccc34)CC2)c1 (configuration not stated)
  1	103	1	0.3	2.7	8	-12	0	100
> Cc1[nH]c2ccc(F)cc2c1CCN(Cc1cccnc1)C(=S)Nc1ccccc1
  0	123	-1	-0.5	1.0	-4	-4	-13	104
> CCOC(=O)NC(=O)CSc1nc2ccc(OCC)cc2[nH]1
  10	·	·	1.1	-2.4	24	7	-6	·
> O=C(COc1ccc2c(c1)oc(=O)c1ccccc12)NCCCN1CCOCC1
  23	102	2	0.3	-0.4	27	0	-4	101
> CC(C(=O)O)N1c2cccc3cccc(c23)S1(=O)=O (configuration not stated)
  17	103	1	·	·	24	-1	-5	103
> CC(C)c1nc(NCCN2CCOCC2)c(C#N)c2c1COC(C)(C)C2
  -13	99	0	-0.7	-2.5	19	-6	-10	102
> CCOC(=O)C1C(=O)OC2(CCCC2)C1C(=O)OCC (configuration not stated)
  -8	114	7	0.4	0.3	-54	-7	0	110
> NC(=O)c1ccsc1NC(=O)c1cccs1
  ·	106	10	0.4	0.7	·	-5	3	107
> CCNc1nc(NOC)nc(OCC#N)n1
  6	94	-2	0.5	1.3	-73	-2	3	93
> O=C(c1ccc(Br)cc1)N(Cc1nc2ccccc2c(=O)[nH]1)C1CCCC1
  1	108	3	-0.1	-2.8	55	-6	-14	103
> c1ccc(C2NCCc3ccccc32)cc1 (configuration not stated)
  22	109	1	-0.4	1.0	36	-10	-1	102
> COC(=O)c1sc(NC(=O)/C=C/c2ccc(C)cc2)nc1C
  19	103	1	-0.3	-0.3	-10	-2	-12	100
> Cn1c(SCC(=O)Nc2ccc(N3CCOCC3)cc2)nnc1-c1ccco1
  -10	104	4	1.2	0.0	46	-7	-6	100
> COc1ccc(C(CCNCc2ccc(F)cc2)c2ccc(F)cc2)cc1 (configuration not stated)
  68*	99	5	12	14	6	-6	39*	128
> O=C(O)CCCCn1c(SCc2ccccc2Cl)nc2ccsc2c1=O
  24	101	-4	·	·	6	-8	2	93
> CCC(=O)N1CCc2cc(S(=O)(=O)N3CCN(c4cc(Cl)ccc4C)CC3)ccc21
  -13	100	0	0.5	1.2	-4	-1	-1	98
> CCN(CC)C(=O)Cn1c(=O)n(-c2ccccc2)c(=O)c2sccc21
  6	105	1	1.0	0.1	15	-3	-12	105
> O=C(Nc1ccc(Cl)cn1)c1ccccc1F
  ·	97	-4	-1.0	-1.3	-13	-4	1	95
> CCC(NC(=S)Nc1ccccc1)C(=O)O (configuration not stated)
  -7	98	-2	0.4	-0.8	-18	-3	0	93
> CCOC(=O)c1ccccc1-c1csc(NS(=O)(=O)c2ccc(Cl)cc2)n1
  6	107	1	0.4	-1.6	16	-2	-2	110
> CC(CN1CCCC1)OC(=O)c1ccc(Cl)cc1 (configuration not stated)
  4	105	1	-0.8	1.2	·	-8	-10	105
> CCOC(=O)C1=C(CS(=O)(=O)c2ccccc2)NC(=O)NC1c1cc(OC)c(O)c(OC)c1 (configuration not stated)
  18	99	-6	0.3	-0.4	28	-9	-4	97
> O=C(CSc1ccccn1)Nc1ccc(F)c([N+](=O)[O-])c1
  2	103	7	0.8	2.0	37	-8	6	105

Outcome played no part in choosing rows; 5.4% or so of the library scored in one or more.
